Source: PubChem BioAssay
SUMO1-SIM PPI: SUMO1-SIM interaction modulation | P63165 | AID 602429 | inhibition, % at 20 µM | SUMO1 binding to a labelled peptide, TR-FRET, 1 h | 360,000 tested, 0.33% active; in the data active means inhibition above about 37%
Target sequence (P63165 whole entry, looked up): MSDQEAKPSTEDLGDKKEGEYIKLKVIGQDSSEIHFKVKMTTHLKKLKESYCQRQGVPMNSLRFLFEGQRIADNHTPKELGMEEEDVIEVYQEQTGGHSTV
Neddyl block: cullin neddylation inhibition; TR-FRET cullin neddylation, biochemical; calls only at 25 µM; 360,000 tested, 0.58% active; AID 651699; in the data active means inhibition above about 36%
Target sequence (P61081 whole entry, looked up): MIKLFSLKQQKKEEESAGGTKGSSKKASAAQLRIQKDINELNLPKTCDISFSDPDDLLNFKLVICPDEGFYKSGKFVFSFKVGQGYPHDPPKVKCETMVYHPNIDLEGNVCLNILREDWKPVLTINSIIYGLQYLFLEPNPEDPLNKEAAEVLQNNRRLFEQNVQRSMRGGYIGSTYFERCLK
Target sequence (Q13564 whole entry, looked up): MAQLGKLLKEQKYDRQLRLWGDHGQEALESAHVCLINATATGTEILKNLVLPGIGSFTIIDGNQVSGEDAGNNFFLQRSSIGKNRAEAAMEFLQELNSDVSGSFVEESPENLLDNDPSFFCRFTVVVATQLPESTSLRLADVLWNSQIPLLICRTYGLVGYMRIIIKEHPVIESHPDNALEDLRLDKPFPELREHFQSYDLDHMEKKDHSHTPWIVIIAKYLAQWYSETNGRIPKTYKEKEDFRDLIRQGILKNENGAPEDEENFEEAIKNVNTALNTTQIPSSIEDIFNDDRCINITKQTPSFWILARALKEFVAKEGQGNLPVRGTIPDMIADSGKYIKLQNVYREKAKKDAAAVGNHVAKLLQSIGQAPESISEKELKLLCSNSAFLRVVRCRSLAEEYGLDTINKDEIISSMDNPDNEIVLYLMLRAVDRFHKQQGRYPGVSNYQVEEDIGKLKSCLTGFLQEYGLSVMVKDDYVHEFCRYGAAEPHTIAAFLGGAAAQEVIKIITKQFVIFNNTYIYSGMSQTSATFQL
LMPTP block: LMPTP (human) inhibition | P24666 | recombinant LMPTP-A, OMFP fluorogenic substrate, fluorescence intensity | inhibition, % at 20 µM | 360,000 tested, 0.22% active | AID 651560;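 active means compounds that cut the enzyme signal by at least half of the control window in the single-dose screen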;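 further: plate controls were DMSO wells with enzyme plus substrate for no effect and substrate without enzyme for full effect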
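Assay system: LMPTP-A, protein tyrosine phosphatase of low molecular weight / Medium: pH 6.0 Bis-Tris buffer with DTT and Triton X-100 / Schedule: 50 min enzyme reaction at room temperature, protected from light / Measured by: endpoint fluorescence intensity from OMFP dephosphorylation / Read-out basis: % inhibition relative to no-enzyme and uninhibited control wells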
SKN-1 block: blocks SKN-1 activity in C. elegans. 360,000 tested, 0.49% active. inhibition, % at 21.8 µM. C. elegans VP596 Pgst-4::GFP/RFP ratio, acrylamide-induced, 24 h;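 active means interference check ratio from 0.5 to 1.5 plus GFP to RFP signal ratio inhibition reaching or exceeding a fixed threshold, cut at about 30% in these data, passing the limit was not always enough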; further: some compounds called inactive have numbers as strong as hits
NRP1-CendR mod: alters CendR peptide binding to human NRP-1; O14786; FAM-RPARPAR peptide binding to NRP-1, fluorescence polarization; inhibition, % at 25 µM; 360,000 tested, 0.85% active; AID 602438;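 active means inhibition or corrected inhibition above about 18%, plus a signal ratio from 0.5 to 1.5, limit read from the data, passing the limit was not always enough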; further: strong numbers were not always called active
NadD block: inhibitors of Staphylococcus aureus NadD. purified NadD enzyme, colorimetric absorbance read-out. inhibition, % at 20 µM. 360,000 tested, 0.78% active. AID 602399; in the data active means inhibition above about 26%; further: some compounds past the cut are filed as inactive
STEP block: blocks human striatal-enriched tyrosine phosphatase. P54829. recombinant STEP, OMFP fluorogenic substrate, fluorescence. inhibition, % at 20 µM. 360,000 tested, 0.25% active;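 active means inhibition at 20 µM, scaled per plate between control wells, above about 37%, limit read from the data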;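 further: 0% = DMSO with enzyme and substrate and 100% = substrate only without enzyme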
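Assay system: isolated STEP enzyme / Timing: 20 min at room temperature, dark / Doses: 20 µM, 1% DMSO / Technique: fluorescence intensity, excitation 480 nm, emission 540 nm / Reagent: fluorogenic phosphatase substrate OMFP at 25 µM final / Measure: percent inhibition scaled to no-enzyme and uninhibited-enzyme controls, plate-pattern corrected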
DNMT1 inh: DNMT1 (human) enzyme inhibition. P26358. DNMT1 molecular beacon, Hinp1I cleavage, fluorescence. inhibition (reported as % activation of signal), % at 10 µM. 360,000 tested, 0.83% active; in the data active means inhibition above about 50%
TbMetRS inhib: Trypanosoma brucei MetRS inhibition; purified T. brucei MetRS, ATP depletion, Kinase-Glo luminescence; inhibition, % at 11.9 µM; 360,000 tested, 0.4% active;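 active means inhibition above a per-plate cutoff of the control wells' mean inhibition plus 3 SD, cut at about 5.5% in these data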;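 further: 0% = DMSO wells median and 100% = median of wells with control inhibitor compound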
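assay system = parasite MetRS enzyme | timing = 15 min preincubation, 2 h reaction, all 25 °C | evaluation = percent inhibition relative to median high and low control wells | medium = HEPES buffer containing pyrophosphatase, BSA, spermine, DTT | compound = single dose, 11.9 µM final nominal, 0.9% final DMSO | detection = Kinase-Glo luminescence, ATP depletion format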
Scp1 inh: blocks human Scp-1 phosphatase activity; 340,000 tested, 0.88% active; AID 493091; inhibition, % at 20 µM; Recombinant Scp1, phosphopeptide, malachite green phosphate absorbance; Q9GZU7;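 active means inhibition above about 50% at 20 µM, limit read from the data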;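 further: plate controls were DMSO wells with enzyme for no effect and wells lacking enzyme for full effect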
Target sequence (Q9GZU7 76-261 limits assumed): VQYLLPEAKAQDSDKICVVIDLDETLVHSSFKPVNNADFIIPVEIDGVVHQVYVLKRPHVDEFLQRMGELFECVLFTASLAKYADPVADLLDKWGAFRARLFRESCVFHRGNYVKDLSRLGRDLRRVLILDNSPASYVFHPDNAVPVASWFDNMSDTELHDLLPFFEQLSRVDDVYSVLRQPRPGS
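Test system: SCP-1 phosphatase catalytic domain, residues 76-261; measured by: colorimetric phosphate reagent with accelerator and stabiliser, absorbance at 630 nm; timing: enzyme reaction 45 min at room temperature, colour 5 min, stabilisation 30 min; also added: Phosphorylated 17-residue peptide substrate; compound dosing: one concentration, 20 µM, with 1.0% DMSO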
* = called active by the depositor; i = inactive; . = not tested or not shown.

SMILES	SUMO1-SIM PPI	Neddyl block	LMPTP block	SKN-1 block	NRP1-CendR mod	NadD block	STEP block	DNMT1 inh	TbMetRS inhib	Scp1 inh
O=C(CCS(=O)(=O)c1cc2c(cc1Cl)NC(=O)CO2)NCc1ccc(F)cc1	2	i	-0.5	3	-1	-4	-1	1	-0.7	-8
COc1ccc(S(=O)(=O)N2CCCCC2)cc1-n1cnnn1	2	i	-1.0	7	4	-5	0	6	-0.9	-3
O=C(Cn1c(=O)n(Cc2ccco2)c(=O)c2c3c(sc21)CCCCC3)c1ccccc1	7	i	6.8	-17	-13	35*	6	72*	-1.2	56*
CC1(C)CC(NC(=S)Nc2ccc([N+](=O)[O-])cc2)CC(C)(C)N1	-13	i	-0.4	7	-12	-5	7	-7	0.2	-1
COc1ccc(-c2csc(N(Cc3ccco3)C(=O)c3cccs3)n2)cc1	3	i	4.8	-5	-27	-3	1	-7	-0.3	-8
O=C(CCCCCN1C(=O)c2ccccc2C1=O)Nc1ccc(C(=O)O)cc1	-2	i	-1.9	10	7	-4	2	1	0.2	-7
CCC(=O)Nc1ccc(C(=O)N/N=C/c2ccccc2[N+](=O)[O-])cc1	-21	i	-0.5	-1	-4	3	2	-3	-0.6	-5
CN(C)S(=O)(=O)c1cccc(COC(=O)c2cnccn2)c1	8	i	-0.9	-2	2	1	2	-4	0.0	-1
COc1ccc(C)cc1NC(=O)CSc1nnnn1C1CCCC1	-1	i	-0.3	-7	11	-5	-1	1	-0.7	-10
CCCN1Cc2cccc(C(=O)NCc3cccs3)c2C1=O	-2	i	1.9	-5	-1	7	-2	3	-0.1	-4
COc1cc(/C=C2\SC(=S)N(CC(=O)O)C2=O)ccc1OC(=O)c1ccco1	-4	i	-0.8	18	-79	4	1	-1	1.6	-5
COc1ccccc1NC(=O)COC(=O)C1CC2C=CC1C2 (stereo unspecified)	0	i	-0.7	9	-5	-3	-2	0	-0.1	-5
CC(C)CNc1ncnc2c1ncn2[C@H]1CN(Cc2ccc(Cl)cc2)C[C@@H](CO)O1	-3	i	-1.5	-11	-10	-1	-3	-1	-0.1	.
CCN(Cc1ccccc1)C(=O)c1ccc(CS(=O)c2ccccc2C)o1 (stereo unspecified)	-3	i	0.1	5	6	10	-3	1	-0.3	-1
O=C(c1ccc(C(F)(F)F)cc1)N1CCC(=O)N([C@H](COCc2ccccc2)Cc2ccccc2)CC1	5	i	0.1	10	-10	-5	.	.	-0.7	.

3 entries from above, ordered by length of the SMILES, ascending.
SMILES	SUMO1-SIM PPI	Neddyl block	LMPTP block	SKN-1 block	NRP1-CendR mod	NadD block	STEP block	DNMT1 inh	TbMetRS inhib	Scp1 inh
COc1ccc(-c2csc(N(Cc3ccco3)C(=O)c3cccs3)n2)cc1	3	i	4.8	-5	-27	-3	1	-7	-0.3	-8
O=C(CCS(=O)(=O)c1cc2c(cc1Cl)NC(=O)CO2)NCc1ccc(F)cc1	2	i	-0.5	3	-1	-4	-1	1	-0.7	-8
CC(C)CNc1ncnc2c1ncn2[C@H]1CN(Cc2ccc(Cl)cc2)C[C@@H](CO)O1	-3	i	-1.5	-11	-10	-1	-3	-1	-0.1	.

Next section
SMILES	SUMO1-SIM PPI	Neddyl block	LMPTP block	SKN-1 block	NRP1-CendR mod	NadD block	STEP block	DNMT1 inh	TbMetRS inhib	Scp1 inh
CCSc1nnc(NC(=O)c2ccc3nc[nH]c3c2)s1	8	i	1.9	10	-7	-3	-2	0	-0.3	11
Cn1c(NCc2cccnc2)nc2cc(-c3ccc(F)cc3)sc2c1=O	-4	i	2.1	8	-3	1	2	-2	0.2	.
COc1ccc(C(CC(=O)NCC(OC)OC)NS(=O)(=O)c2ccc(Cl)cc2)cc1 (stereo unspecified)	-3	i	-1.2	4	-8	1	15	-1	1.1	-7
CCN(CC)CC(=O)NC1CC(C)(C)Cc2c1cnn2-c1ccc(F)cc1 (stereo unspecified)	3	i	1.7	6	3	-5	-1	-3	0.2	-5
COc1ccc(NC(=O)COc2ccc(N(C)S(=O)(=O)c3ccc(C)cc3)cc2)cc1	1	i	3.6	-4	-8	-7	0	-7	0.4	-10
CC1=C(C(N)=O)C(c2cccc(O)c2)n2nc(CCCO)nc2N1 (stereo unspecified)	-3	i	-1.1	4	-2	2	0	0	0.2	-4
COc1ccccc1C1N(c2ccc(F)cc2)C(=O)C2CCCN21 (stereo unspecified)	-2	i	-2.0	7	-1	0	-2	3	-0.2	-7
COc1cccc(-c2nc3ccccc3c(=O)n2NC(=O)c2cccnc2Cl)c1	2	i	-0.3	8	1	-4	1	0	-0.2	-8
O=C(C1CCCCN1S(=O)(=O)c1ccccc1)N1CCN(Cc2ccccc2)CC1 (stereo unspecified)	1	i	-1.8	-1	-6	-3	-2	2	-0.2	-8
CCn1c(SCC(=O)c2ccccc2)nnc1-c1ccoc1C	1	i	0.0	10	9	7	2	0	0.2	8
CC(C)Cc1nc2oc3c(NCCCN4CCOCC4)ncnc3c2c2c1CCC2	-1	i	1.5	20	-5	-12	0	-17	-0.3	-2
O=C(CCCCCn1nnc2ccccc2c1=O)N[C@H](C(=O)O)c1ccccc1	-2	i	-1.4	11	8	1	-1	1	-1.0	-2
Cc1ccc(NC(=O)CCC(=O)Nc2nnc(C3CCCCC3)s2)cc1	4	i	-2.3	-7	-8	3	9	2	-1.2	9
COCCN1CN=C(Nc2nc3ccccc3s2)NC1	2	i	-0.7	3	4	-2	1	0	-1.5	-13
O=C(NC1CCN(C(=O)Nc2cccc(F)c2)CC1)c1ccco1	3	i	-1.0	1	12	1	-2	-2	0.1	4
CCOC(=O)CSC1=C(C#N)C(c2ccc3c(c2)OCO3)CC(=O)N1 (stereo unspecified)	-2	i	-1.7	-13	4	0	-1	2	0.3	3
COc1ccc2c(c1)C(=NNC(=O)c1ccccn1)c1cc(OC)ccc1-2	10	i	29	-7	8	-7	31	88*	0.1	81*
Cc1ccc2nc(/C(C#N)=C\c3cc(C)n(-c4cccc([N+](=O)[O-])c4)c3C)[nH]c2c1	-5	i	2.5	-20	7	29*	5	-5	-0.1	12
COCCN(C(=O)c1ccc(NC2CC2)c([N+](=O)[O-])c1)c1c(N)n(CC(C)C)c(=O)[nH]c1=O	-43	i	1.5	16	0	3	0	-1	-0.4	-3
Cc1ccc(-c2nn3cnnc3c3ccccc23)cc1	-2	i	-0.6	13	8	-2	2	3	0.1	-10
CC(C)CN(C(=O)c1ccc(-n2cncn2)c([N+](=O)[O-])c1)C1CCS(=O)(=O)C1 (stereo unspecified)	-18	i	-1.2	-23	9	1	-1	0	1.7	1
Cc1cccc(N2CCN(S(=O)(=O)c3c(C)[nH]c(C)c3C(=O)N3CCCCC3)CC2)c1C	2	i	0.6	0	3	5	2	1	0.5	1
O=C(Nc1ccc(N2CCN(C(=O)c3cccs3)CC2)cc1)c1ccc(F)cc1	2	i	0.4	-1	-5	-3	3	-2	-0.5	-3
S=C(Nc1ccccc1)N1CCN(C2CCCCC2)CC1	-2	i	-1.2	-13	-9	-7	-5	-2	-1.3	0
Cc1ccc(C(=O)OCC(=O)N(CC(C)C)c2c(N)n(Cc3ccccc3)c(=O)[nH]c2=O)cc1[N+](=O)[O-]	-16	i	-2.7	-4	-1	7	-1	0	-0.4	-7
Cc1nn(CC(=O)Nc2c(C)n(C)n(-c3ccccc3)c2=O)c(C)c1[N+](=O)[O-]	-1	i	-1.4	7	6	2	-4	0	0.6	-12
Cc1ccc(CSCCNC(=O)CSc2ccccc2)cc1	0	i	1.4	1	-16	-10	-2	27	-0.7	-10
CC(C)(C)c1ccc(S(=O)(=O)NC(=O)C2(C)CCN2C(=O)Cc2ccc(-c3ccccc3)cc2)cc1 (stereo unspecified)	11	i	1.4	5	-8	21	0	3	-0.3	.
CCOc1ccc2nc(NC3=NC(c4ccc(OC)cc4)CC(=O)N3)nc(C)c2c1 (stereo unspecified)	6	i	57*	17	-39	14	86*	-8	-0.1	11
CCn1cc(C2=NC(c3ccccc3)CO2)c2ccccc21 (stereo unspecified)	1	i	0.2	2	-1	1	0	-8	-0.1	16
O=C(NCCCSc1ccccc1)c1cccnc1	6	i	-0.6	5	16	-1	2	2	0.1	-8
Cc1ccc(C)c(N2CCN(C(=O)CCc3nc(-c4cccc(C(F)(F)F)c4)no3)CC2)c1	2	i	6.2	10	-4	7	4	-2	0.0	1
Cc1ccc(CCNC(=O)C2CCN(S(=O)(=O)N3CCCC3)CC2)cc1	1	i	0.1	21	4	5	-1	2	0.3	-10
COc1ccc(CN(C)CC(O)COc2ccc(-c3ccccc3)cc2)cc1OC (stereo unspecified)	4	i	1.3	11	5	-3	1	-2	1.0	8
CSCCC(NC(=O)COc1ccccc1)C(=O)N(C)Cc1c(F)cccc1Cl (stereo unspecified)	0	i	-0.8	-14	3	-6	-3	83*	0.2	.
COc1ccccc1N/C(=N/S(=O)(=O)c1ccc(Cl)cc1)c1ccccc1	1	i	0.4	13	-14	-6	-5	0	-0.7	-15
CCn1nc(C(=O)NNC(=O)CCOc2cc(C)ccc2C)c2ccccc2c1=O	-9	i	-0.5	10	11	0	-2	-1	0.4	-13
COc1ccc(-c2nnc(SCC(=O)Nc3ccc4c(c3)OCCO4)n2N)cc1OC	-5	i	-0.1	-1	-2	-1	0	2	0.0	0
CN(CC1CCOCC1)C(=O)CC1C(=O)NCCN1Cc1ccccc1F (stereo unspecified)	-3	i	-1.3	13	6	2	-2	-2	-0.3	-7
Cc1cc(Nc2cccc(C)c2C)n2ncnc2n1	6	i	-1.3	-2	2	-1	4	4	1.8	2
O=C(Cn1nc(C(=O)O)c2ccccc2c1=O)Nc1nc(-c2ccccc2)cs1	3	i	0.0	-4	3	7	2	7	-1.2	-16
CCOc1ccc(NC(=O)CN2CCN(CC(=O)Nc3ccc(C(=O)OC)cc3)CC2)cc1	-5	i	-1.4	0	-4	-6	-5	1	-2.1	-8
CCc1cccc(CC)c1NC(=O)c1ccc(-c2cc(Cl)ccc2Cl)o1	0	i	1.4	-1	7	11	0	10	0.6	.
O=C(c1cc2ccccn2n1)N1CCN(c2cccc(C(F)(F)F)c2)CC1	2	i	-1.1	5	-1	-5	1	-1	0.5	0
CN(C(=O)c1nn(C)c2c1CSc1ccccc1-2)c1ccccc1Cl	-1	i	0.6	12	-3	-4	-1	4	-0.5	-5
CCCCNC(=O)C1CCN(S(=O)(=O)N2CCOCC2)CC1	-2	i	0.3	-1	-7	-8	2	0	0.2	1
Cc1cc(C(=O)N2CCC(C)CC2)on1	-1	i	0.2	7	10	6	-1	2	-0.4	-2
COC1CCN(C(=O)CC2C(=O)NCCN2CC(C)(C)C)CC1 (stereo unspecified)	-3	i	-1.0	10	7	2	1	-6	-0.4	4
